LDHA inh: qHTS assay for inhibitors of human lactate dehydrogenase; activity change, % (values are at about 110 or 230 µM); purified LDHA, NADH/diaphorase-resazurin fluorescence; stronger effect = lower value; AID 1347041, 2019; hit rate 0.15% among 480,000; L-lactate dehydrogenase A chain (Homo sapiens), P00338; in the data active means activity change below about -30%; inconclusive means mostly about -25% to -30%;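 further: plate controls were DMSO wells for no effect and wells without enzyme for full effect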
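Resorufin fluorescence (ex540/em590), read at 0 and 20 min after diaphorase/resazurin addition, reports the NADH left after a 5 min room-temperature reaction of 2 nM human LDH5 with 0.06 mM NADH and 0.2 mM pyruvate.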
12-LOX inh: Primary qHTS assay for inhibitors of human arachidonate 12S-lipoxygenase (ALOX12): Round 2; purified 12hLO, xylenol orange hydroperoxide absorbance; Potency, µM (highest dose often 108 µM), without a hit: top-dose activity change, negative = inhibition, actives largely listed as inhibitors; hit rate 1.1% among 580,000; AID 1671190, 2021; active means well fitted inhibition curve with a large enough effect; inconclusive means small, poorly fitted or top-dose-only effect, or another doubt; inactive means no such curve, though single readings can be large or run the other way; further: potency means the concentration at half of the fitted maximal effect
Target sequence (P18054 whole entry, looked up): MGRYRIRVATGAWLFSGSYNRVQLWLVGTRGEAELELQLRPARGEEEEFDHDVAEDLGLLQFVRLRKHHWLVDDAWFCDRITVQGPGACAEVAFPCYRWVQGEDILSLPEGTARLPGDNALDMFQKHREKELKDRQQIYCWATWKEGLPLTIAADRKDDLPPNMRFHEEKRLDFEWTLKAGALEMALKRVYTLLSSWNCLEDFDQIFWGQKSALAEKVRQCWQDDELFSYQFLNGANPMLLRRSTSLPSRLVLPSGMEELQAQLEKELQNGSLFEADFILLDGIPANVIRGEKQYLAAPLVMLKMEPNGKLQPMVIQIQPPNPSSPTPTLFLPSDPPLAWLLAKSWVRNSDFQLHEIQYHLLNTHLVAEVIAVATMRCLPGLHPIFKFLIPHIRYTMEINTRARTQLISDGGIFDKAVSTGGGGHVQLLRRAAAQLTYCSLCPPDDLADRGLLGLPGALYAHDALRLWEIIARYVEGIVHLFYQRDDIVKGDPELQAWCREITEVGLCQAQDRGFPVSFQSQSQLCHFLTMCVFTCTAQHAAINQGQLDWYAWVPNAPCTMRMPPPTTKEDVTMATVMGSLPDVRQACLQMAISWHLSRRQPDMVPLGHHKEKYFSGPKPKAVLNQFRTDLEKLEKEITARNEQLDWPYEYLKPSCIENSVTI
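Purified human 12hLO (150 nM final) in 25 mM Hepes, 0.01% Triton X-100, pH 7.0 was preincubated 15 min at room temperature with compound. Then 40 uM arachidonic acid was added, 30 min. Hydroperoxide was read by Fe-XO absorbance ratio 573/405 nm.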
The depositor's hits bear a star; ? = inconclusive; . = no result given; [ ] = dose if it differs, or a comment. Unless noted, on the % scale 0 is the no-effect control and ±100 the full control effect.

SMILES	LDHA inh	12-LOX inh
CCCCNc1nc2c(c(=O)n(C)c(=O)n2C)n1Cc1ccc(F)cc1	-1.6	4.1%
Cc1c(-c2ccccc2)nc2ccccc2c1C(=O)NC(C)C	0.0	3.8%
S=C(NCc1ccccc1Cl)Nc1ccccc1	9.1	?
COC(=O)Nc1ccc(CNC(=O)c2ccccc2C(=O)c2ccccc2)cc1	11.5	11.5%
O=C(Nc1ncn(Cc2cccc(Cl)c2)n1)c1ccn(COc2ccc(Cl)cc2)n1	-11.4	?
O=C(NNC(=O)C1CCCCC1)c1c[nH]c2ccccc12	3.2	-10.6%
Fc1cccc(NC(=S)NC2CC2)c1	5.0	-14.7%
N#Cc1c(N2CCN(C(=O)C(=O)NCCO)CC2)nc(-c2ccccc2)c2c1CCCC2	8.0	11.3%
COCCCNC(=O)c1sc(NCc2ccco2)nc1C	-14.6	22.5%
COc1ccc(OC)c(/C=C(\C#N)c2nc3ccccc3[nH]2)c1	2.1	-26.8%
CCc1cccc(OCC(=O)NC(CC(C)C)C(=O)N(C)C)c1 (stereo unspecified)	0.4	11.4%
Cc1onc(-c2ccccc2)c1-c1nnc(CSc2nnnn2C(C)C)o1	-0.3	-5.8%
CCCNC(=O)C(C)NC(=O)Cc1c(C)nc2nc(N)nn2c1C (stereo unspecified)	5.9	?
CCOC1OC(=O)C(Cl)=C1Nc1ccc(C)c(C)c1 (stereo unspecified)	7.5	-7.7%
Cc1ccc(S(=O)(=O)Oc2ccc3c(C(F)(F)F)cc(=O)oc3c2)c(C)c1	-23.8	?
CCN(Cc1ccc(S(=O)(=O)N(C)C)o1)c1ccccc1	0.3	?
COC(=O)c1c(C)[nH]c(C(=O)N2CCCC2c2ccccc2)c1C (stereo unspecified)	-1.9	-41.7%
C/C(=N\NC(=O)c1ccccc1)c1ccc(-c2ccccc2)cc1	-12.7	28.2%
C[C@@H]1O[C@H](C2CC2)Cc2[nH]c(=S)[nH]c(=O)c21	2.6	?
COc1ccc(/C=C/C(=O)c2ccc(C)cc2)cc1OC	5.1	?
Cc1cc(C)cc(NC(=O)CC2C(=O)Nc3nc(-c4ccccc4)nn32)c1 (stereo unspecified)	1.6	-7.2%
Cn1c(SCc2nc(N)nc(Nc3ccccc3)n2)nnc1C1CC1	3.4	8.9%
CC(NCc1ccc(-c2ccccc2F)o1)c1ccccc1 (stereo unspecified)	2.1	57.0%[activator]
Cc1ccc(C(=O)CSc2nnc(CCCOc3ccc(Cl)cc3Cl)n2C)cc1	-3.8	-4.8%
COc1cccc(/C=C2\Oc3cc(OS(C)(=O)=O)ccc3C2=O)c1	5.2	?
Cc1cccc(C(C)C)c1NC(=O)Cc1c[nH]c2ccccc12	5.8	12.2%
CN(C)S(=O)(=O)N(CC(=O)Nc1cc(C(F)(F)F)ccc1Cl)c1ccccc1	-0.7	-50.8%
CCOC(=O)C(Cc1ccc(C(F)(F)F)cc1)(NC(C)=O)C(=O)OCC	-1.9	?
CCC(C)[C@H](NC(=O)Nc1cc(-c2n[nH]c(=O)c3ccccc23)ccc1C)C(=O)OC (stereo partly specified)	6.1	?
COC(=O)CN1CCN(c2nc3c(c(=O)[nH]c(=O)n3C)n2Cc2cccc(Cl)c2)CC1	2.9	?
Cc1c(-c2ccccc2)oc2c(C(=O)NC(C)C3CC3)cccc2c1=O (stereo unspecified)	-5.4	0.6%
CC12CCC(C/C1=N\O)C2(C)C (stereo unspecified)	0.1	?
COc1ccc(NS(=O)(=O)c2ccc3oc(SC(C)C(=O)N4CCC(C)CC4)nc3c2)cc1 (stereo unspecified)	-3.8	?
NCCC(=O)Nc1cc(F)ccc1F	2.8	9.6%
O=C(NC1CCCC1)C1=Cc2cc(Br)ccc2OC=C1	6.6	27.0%
CCCN(CC(=O)Nc1ccccc1C(=O)c1ccccc1)Cc1nnc(-c2ccco2)o1	7.3	-2.3%
Cc1oc(-c2cccs2)nc1C(=O)NCC1CCN(C2CC2)C1 (stereo unspecified)	6.2	19.6%
Cn1nc(C(=O)Nc2ccc(S(=O)(=O)C(F)F)cc2)c2ccccc2c1=O	11.7	-41.6%
O=c1c(-c2ccccc2)c(C(F)(F)F)oc2cc(O)ccc12	5.6	4.5%
CS(=O)(=O)N(Cc1csc(-c2cccs2)n1)C1CCN(C(=O)c2cccc(Cl)c2)CC1	-5.0	-3.3%
CCOc1cc(OCC)cc(C(=O)N2CCC[C@H]2C(=O)N2CCC[C@H]2C(=O)N[C@H](C)c2ccccc2)c1	-4.2	5.3%
O=C(CCc1ncc(-c2c(F)cccc2F)o1)NCCCN1CCOCC1	-7.1	4.7%
Cc1ccccc1NC(=O)c1n[nH]c(=O)c2ccccc12	0.7	?
O=C(Cn1nc(-c2ccc(Cl)cc2)c2ccccc2c1=O)N1CCCC1	-3.7	-10.4%
CC(=O)c1ccc(SCC(=O)O)c(F)c1	1.2	-11.6%
O=C(NC1CCCCC1)c1cc2ccccc2nc1Cl	-0.7	16.1%
CC(=O)NCCCNC(=O)NC1CCC(C)CC1 (stereo unspecified)	2.7	-21.7%
COC(=O)Cc1c(C)c2ccc(O)c(C)c2oc1=O	1.6	-10.1%
NC(=O)c1nn(CC(=O)NCCc2ccccc2)c(=O)c2ccccc12	5.2	-5.1%
CC(C)NC(=O)CC1(C(=O)NCc2ccccc2)CCCC1	-1.7	?
CCC(=O)Nc1cc(-c2nc3ccccc3o2)ccc1Cl	12.4	8.6%
CN(C)CCNC(=S)NCc1cccs1	-10.8	0.8%
O=S(=O)(NCCc1coc(-c2ccccc2)n1)c1ccccc1	8.1	-0.6%
COc1cccc(-c2ocnc2C(=O)Nc2ccc(C(C)C)cc2)c1	-3.4	-20.9%
O=C(Cc1n[nH]c(=O)c2ccccc12)NCc1ccccc1CN1CCCCC1	-0.3	-1.3%
COc1cc2c(cc1OC)-c1c(c(C(=O)N3CCCC3)nn1-c1ccccc1Cl)C2	-7.5	-20.8%
COc1cc(NC(=O)c2cccc(OCC3CCCO3)c2)c(OC)cc1NC(=O)c1ccccc1 (stereo unspecified)	-6.4	-10.4%
C[S+](C)/N=C(\[O-])c1cccc(F)c1	6.2	40.2%[activator]
CCC1CCC(N(C)C(=O)c2ccc(OC(F)F)cc2)CC1 (stereo unspecified)	4.5	-17.1%
CC(C)(C)c1ccc(C(=O)/C=C/c2cccc([N+](=O)[O-])c2)cc1	1.2	-28.0%

Next section:
SMILES	LDHA inh	12-LOX inh
Cc1cccc(C)c1NC(=O)Cc1c(C)nc2nc(-c3cccs3)nn2c1C	12.8	?
COc1cc(NC(=O)c2ccc(N3C(=O)C(C)CS3(=O)=O)cc2)cc(OC)c1OC (stereo unspecified)	4.9	22.8%
C=CCn1c(-n2nc(C)c(C)c2C)nc2c1c(=O)[nH]c(=O)n2C	7.7	24.6%
COC(=O)C[C@H]1C=C[C@H](NC(=O)C2CCOCC2)[C@@H](CO)O1	-6.9	-9.7%
COC(=O)[C@@]12C[C@@H](CC(=O)NCc3ccc(C)o3)C(=O)N(Cc3cccc4ccccc34)C1=CCC(C)(C)C2	3.0	-12.0%
CCC(C)c1ccc2oc(-c3cccc(NC(=O)c4cccnc4)c3)nc2c1 (stereo unspecified)	0.5	?
CC1CCCC/C1=N\NC(=O)CCC(=O)Nc1ccc(I)cc1 (stereo unspecified)	5.9	35.0%
CCOc1ccc2c(=O)c(Oc3ccccc3OCC)c(C)oc2c1	-6.6	-1.4%
Cc1ccc(S(=O)(=O)N2CCCN(CCS(=O)(=O)CCC(N)=O)CC2)cc1	13.4	-16.8%
Cn1nc(C(=O)N2CCCC2c2ccc3c(c2)OCCCO3)c2ccccc2c1=O (stereo unspecified)	-6.7	15.2%
CC(C)c1ccc(CN(c2ccc3nnc(C(F)(F)F)n3n2)C2CC2)cc1	-1.7	?
COc1cc(CC(=O)Nc2ccc(C)c(S(=O)(=O)N3CCCCCC3)c2)cc(OC)c1OC	5.9	.
CC(=O)Nc1ccc(OCC(=O)N/N=C/C(C)C)cc1	-7.4	17.1%
CCCCc1ccc(NC(=O)c2ccccc2SC)cc1	9.3	-28.0%
c1cc(-c2nc(-c3ccc4c(c3)OCCCO4)cs2)cs1	6.6	?
Nc1ccccc1OCc1cccnc1	9.6	-3.3%
CC(C)C(=O)Nc1ccc2oc(-c3cccc(Cl)c3)nc2c1	3.4	7.4%
CCC(CC)C(=O)Nc1nn2c(CC(C)C)nnc2s1	6.6	15.8µM*
O=C(NC1CC1)c1ccc(Cn2cnc3ccccc3c2=O)cc1	-6.9	-0.1%
Cc1c(-c2ccccc2)c(=O)oc2cc(OS(=O)(=O)c3ccc(Br)cc3)ccc12	-23.9	8.9%
CC1CCN(S(=O)(=O)c2ccc(-c3nc(C#N)c(NCCCN4CCOCC4)o3)cc2)CC1	3.6	9.6%
CC(NC(=O)c1ccc(C(C)(C)C)cc1)C(=O)NCc1ccc(C(=O)O)cc1 (stereo unspecified)	2.0	20.4%
COc1ccc2c(c1)C(NC(C)=O)C(=O)N2CCOc1ccccc1 (stereo unspecified)	7.3	-25.8%
Cc1c(Cl)ccc(S(=O)(=O)NCCO)c1Cl	8.8	-7.1%
COc1ccccc1N=C1NN=C(c2ccc3c(c2)CC(C)N3S(C)(=O)=O)CS1 (stereo unspecified)	2.1	14.7%
COCCn1cnc2c1c(=O)n(CC(=O)Nc1ccc(C(N)=O)cc1)c(=O)n2Cc1ccccc1	6.8	6.4%
Cc1cccc(Cn2c(NCC3CCCO3)nc3c2c(=O)n(C)c(=O)n3C)c1 (stereo unspecified)	4.6	5.8%
CCNS(=O)(=O)c1ccc(NC(=O)C2c3ccccc3Oc3ccccc32)cc1	0.0	?
Cc1cccc(CNC(=O)c2cc(-c3ccncc3)nc3ccccc23)c1	-2.2	-3.6%
CN(Cc1ccccc1)C(=O)c1cccc(Nc2cc(-c3ccccc3)ncn2)c1	-0.7	-6.7%

A different layout for 2 compounds above.
C=CCn1c(-n2nc(C)c(C)c2C)nc2c1c(=O)[nH]c(=O)n2C
  LDHA inh = 7.7 | 12-LOX inh = 24.6%

COC(=O)C[C@H]1C=C[C@H](NC(=O)C2CCOCC2)[C@@H](CO)O1
  LDHA inh = -6.9 | 12-LOX inh = -9.7%

The listing continues:
SMILES	LDHA inh	12-LOX inh
O=C(COC(=O)C1CCOCC1)c1ccc2c(c1)OCO2	-11.6	-9.5%
Cc1ccc(CN2CCCN(c3ccc(C(=O)NCc4ccc5c(c4)OCO5)cc3)C2=O)cc1	-1.0	?
O=C(Cn1ccn2nc(-c3ccc(Cl)cc3)cc2c1=O)Nc1ccc(Br)cc1F	4.5	-10.8%
Cc1ccc(CNC(=O)c2ccc(C(F)(F)F)cc2)cc1	-13.9	0.3%
COc1cc(/C=N/O)ccc1O	-3.5	-22.4%
Cc1ccc(S(=O)(=O)Nc2nc3ccccc3nc2NCc2ccc(Cl)cc2)cc1	-0.1	-14.1%
CCOCCCNC(=O)c1ccc(OCC)c(OCC)c1	0.4	8.5%
O=C(NC1CCCCC1)C1CCCc2ccccc21 (stereo unspecified)	0.6	?
COCCN(Cc1ccc(C)cc1)Cc1cc(=O)n2c3c(sc2n1)CCCC3	0.2	?
CC1=C(C(=O)OCc2ccc3c(c2)OCO3)C(c2c(F)cccc2Cl)CC(=O)N1 (stereo unspecified)	-6.3	1.3%
CCN1CCN(c2oc(COc3ccc(Cl)cc3Cl)nc2C#N)CC1	4.8	?
CN(C)c1ccc(NC(=O)c2cccc(N(C)C)c2)cc1	-2.6	-39.9%
COC(=O)[C@]12CCCCC=C1N(Cc1ccc3c(c1)OCO3)C(=O)[C@H](CC(=O)N1CCCC1)C2	0.7	1.1%
Cc1csc(NC(=O)CSc2nc3ccccc3[nH]2)n1	4.2	1.3%
O=C(COc1ccc2ccc(=O)oc2c1)Nc1cccc2ccccc12	-2.8	?
Cc1ccccc1CSc1nnc(C2CCN(C(=O)OC(C)(C)C)CC2)o1	3.8	?
CCC(C)CN1C(=O)CN(S(C)(=O)=O)CC1(C)C(=O)Nc1ccc2c(c1)OCCO2 (stereo unspecified)	-4.7	-1.9%
CSc1nsc(SCCC(=O)NCc2ccccc2)n1	-8.0	-0.6%

Compound activity as filed in PubChem BioAssay.

A portion of the library; rates above refer to the full screens.
